# High-throughput results (PubChem BioAssay)
# Rac1 GTP hydrolysis = MgcRacGAP GTPase-activating activity inhibitors, confirmation, biochemical, ADP Hunter fluorescence. MgcRacGAP-stimulated Rac1 GTP hydrolysis, ADP Hunter fluorescence; higher % means a stronger effect; GST-tagged Rac1 F28L mutant substrate. one-dose inhibition, % at 30 µM; IC50 in µM for titrated hits. hit rate 0.6% among 340,000;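 active means first-screen hits whose inhibition reached a set limit at any dose in the follow-up dose series; inconclusive means inhibition above the set first-screen limit but never retested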;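 further: fluorescence reports GDP produced by GAP-driven GTP hydrolysis; strong numbers were not always called active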
# Large T inhibition = SV40 large T antigen inhibitors, biochemical (AID 1903); SV40 large T antigen ATPase/helicase inhibition assay; higher % means a stronger effect; one-dose inhibition, % at 20 µM; IC50 in µM for titrated hits; hit rate 0.39% among 310,000; in the data active means a potency from the dose series; inconclusive means inhibition mostly from about 32% at the one dose, without a potency; inactive means the rest, 99 in 100 with inhibition below about 32%; further: strong numbers were not always called active
# RSV CPE inhibition = RSV antiviral activity via CPE protection, HEp-2 cells, primary 10 µM value included (AID 2391); HEp-2 cells, RSV-induced CPE inhibition; higher % means a stronger effect; CPE inhibition, % at 10 µM, or IC50 in µM where a hit was titrated; hit rate 0.13% among 310,000; in the data active means a potency from the dose series; inconclusive means CPE inhibition mostly from about 23% at the one dose, without a potency; inactive means the rest, 99 in 100 with CPE inhibition below about 21%; further: strong numbers were not always called active
# GPR35 antagonists = GPR35 antagonists blocking zaprinast-driven arrestin recruitment, primary screen, imaging, U2OS, beta-arrestin-GFP, zaprinast agonist (AID 2058); U2OS GPR35 beta-arrestin-GFP translocation imaging, zaprinast antagonism; higher % means a stronger effect; inhibition, % at 10 µM; hits with a dose series show IC50 in µM; hit rate 0.052% among 290,000;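 active means inhibition of at least 50% with at least 30 cells and total cytoplasm GFP at most 10,000,000; inconclusive means under 30 cells or total GFP of 10,000,000 plus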
# Dengue-2 NS5 capping = flavivirus cap methylation enzyme inhibition – biochemical, confirmation dose response, primary screen (AID 588689); hit rate 0.3% among 340,000; one-dose inhibition, % at 25 µM; IC50 in µM for titrated hits; Dengue-2 NS5 methyltransferase capping enzyme assay, biochemical; higher % means a stronger effect; in the data active means a potency from the dose series; inconclusive means inhibition above about 29% without an active follow-up result
# UTI89 phage lysis = inhibition of K1F phage lysis, E. coli UTI89, bacterial capsule biogenesis inhibitors, alamar blue (AID 488966); E. coli UTI89 K1F phage lysis, alamar blue, 2 h; higher % means a stronger effect; inhibition, % at 100 µM; hits with a dose series show IC50 in µM; hit rate 0.02% among 340,000;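 active means phage lysis inhibition, versus mean bacterial control, above a set limit; inconclusive means no clear call, values can overlap the other calls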;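 further: capsule biogenesis inhibitors block K1F phage lysis so surviving cells raise fluorescence; higher fluorescence means more inhibition of phage lysis; actives were called in the ten point dose series up to 300 µM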
# Salmonella PhoP GFP = inhibitors of PhoP regulon expression, primary screen, Salmonella Typhimurium, GFP reporter (AID 1863); S. Typhimurium PhoP-regulated promoter GFP reporter, 4 h; higher % means a stronger effect; hit rate 0.16% among 300,000; one-dose inhibition, % at 50 µM; IC50 in µM for titrated hits;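 active means inhibition over 29.93%, a cutoff 3 SD above the screen mean, later confirmed by dose response; inconclusive means inhibition over 29.93% but no dose response follow-up; inactive means inhibition at most 29.93% or unconfirmed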;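 further: 0% = low Mg2+ inducing control and 100% = high Mg2+ repressing control; strong numbers were not always called active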
# HIV fusion peptide = cell-free HIV fusion peptide-binding blockers – biochemical, uHTS, fluorescence dequenching, primary screen (AID 1986); cell-free peptide binding, fluorescence dequenching, 30 min; higher % means a stronger effect; inhibition, % at 20 µM; hits with a dose series show IC50 in µM; hit rate 0.3% among 290,000; in the data active means inhibition mostly above about 52%, no sharp cut-off; inactive means mostly below about 76%; further: some results filed as inactive read as strong as hits
# GPR55 LPI antagonism = GPR55 antagonists blocking LPI-driven arrestin recruitment, primary screen, imaging, U2OS, beta-arrestin-GFP, LPI agonist (AID 2013); inhibition, % at 10 µM; hits with a dose series show IC50 in µM; hit rate 0.13% among 290,000; U2OS GPR55 beta-arrestin-GFP translocation imaging, LPI antagonism; higher % means a stronger effect;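 active means spots per cell inhibited over 60%, with over 100 cells counted and total cytoplasm intensity under 500,000; inconclusive means wells with under 100 cells, flagged as likely toxic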;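 further: U2OS cells stably carrying GPR55 and arrestin-GFP stimulated by 5 µM LPI near EC80; imaged beta-arrestin-GFP aggregate spots per cell after agonist stimulation; plate controls were LPI-stimulated DMSO wells for no effect and DMSO wells without LPI for full effect; some results filed as inactive read as strong as hits; confirmed hits need IC50 under 10 µM and bright autofluorescent wells are also inconclusive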
# The depositor's hits bear a star; ? = inconclusive; . = no result given; [ ] = remark or other dose.
# A first look:
compound	Rac1 GTP hydrolysis	Large T inhibition	RSV CPE inhibition	GPR35 antagonists	Dengue-2 NS5 capping	UTI89 phage lysis	Salmonella PhoP GFP	HIV fusion peptide	GPR55 LPI antagonism
O=C(NCCCN1CCCC1=O)c1cccc(NS(=O)(=O)c2ccc(Br)cc2)c1	0%	5%	0.7%	.	8%	0.9%[50 µM]	5%	.	.
CN(C)S(=O)(=O)c1ccc(NC(=O)C2CCCN(C(=O)c3ccc(Cl)cc3)C2)cc1 (configuration not stated)	2%	3%	13%	12%	-1%	-2.7%	-5%	-1.6%	-1%
Cc1cc(C)cc(NS(=O)(=O)c2cccs2)c1	8%	-2%	0.9%	7%	1%	0.4%	7%	2.9%	-13%
CCc1nnc(SCc2cccc(F)c2)nc1CC	2%	4%	2.1%	.	-8%	-0.7%	6%	.	.
COc1ccc(C2=NS(=O)(=O)N(C)C(C(=O)Nc3ccc(OC)c(OC)c3)=C2)cc1	2%	10%	2.2%	-16%	-1%	-0.9%	.	0.2%	2%
CN(C)C1=NCCN1CCc1cccc(F)c1	11%	14%	-0.6%	-8%	-10%	0.5%	-2%	-0.8%	1%
CNc1nc(N)c([N+](=O)[O-])c(Nc2ccccc2OC)n1	9%	7%	?	7%	-3%	0.3%	-1%	-1.2%	0%
O=C(CCn1c(=O)oc2ccccc21)NCc1ccc2c(c1)OCO2	0%	3%	-0.1%	12%	-3%	0.3%	-4%	-1.6%	1%

# This part in full (from the top)
compound	Rac1 GTP hydrolysis	Large T inhibition	RSV CPE inhibition	GPR35 antagonists	Dengue-2 NS5 capping	UTI89 phage lysis	Salmonella PhoP GFP	HIV fusion peptide	GPR55 LPI antagonism
O=C(NCCCN1CCCC1=O)c1cccc(NS(=O)(=O)c2ccc(Br)cc2)c1	0%	5%	0.7%	.	8%	0.9%[50 µM]	5%	.	.
CN(C)S(=O)(=O)c1ccc(NC(=O)C2CCCN(C(=O)c3ccc(Cl)cc3)C2)cc1 (configuration not stated)	2%	3%	13%	12%	-1%	-2.7%	-5%	-1.6%	-1%
Cc1cc(C)cc(NS(=O)(=O)c2cccs2)c1	8%	-2%	0.9%	7%	1%	0.4%	7%	2.9%	-13%
CCc1nnc(SCc2cccc(F)c2)nc1CC	2%	4%	2.1%	.	-8%	-0.7%	6%	.	.
COc1ccc(C2=NS(=O)(=O)N(C)C(C(=O)Nc3ccc(OC)c(OC)c3)=C2)cc1	2%	10%	2.2%	-16%	-1%	-0.9%	.	0.2%	2%
CN(C)C1=NCCN1CCc1cccc(F)c1	11%	14%	-0.6%	-8%	-10%	0.5%	-2%	-0.8%	1%
CNc1nc(N)c([N+](=O)[O-])c(Nc2ccccc2OC)n1	9%	7%	?	7%	-3%	0.3%	-1%	-1.2%	0%
O=C(CCn1c(=O)oc2ccccc21)NCc1ccc2c(c1)OCO2	0%	3%	-0.1%	12%	-3%	0.3%	-4%	-1.6%	1%
COc1ccccc1NC(=O)CN(Cc1ccco1)C(=O)c1cncc(Br)c1	4%	3%	0.6%	7%	2%	0.0%	-1%	-0.5%	-8%
Cc1ccc(NC(=O)CNCc2cccs2)c(Br)c1	-5%	12%	3.2%	7%	-5%	0.4%	6%	-0.7%	10%
Cc1ccc(/C=C2\SC(=S)N(CCCC(=O)Nc3cccnc3)C2=O)cc1	-6%	2%	8.3%	5%	2%	0.1%[50 µM]	-7%	1.0%	-21%
C=CCn1c(SCC(N)=O)nnc1-c1cnccn1	-5%	12%	0.9%	4%	-10%	-0.9%	-9%	0.8%	4%
CCCCCCC(=O)N1CCCC(c2nc(-c3cccc(OC)c3)no2)C1 (configuration not stated)	4%	22%	7.8%	-6%	-7%	-0.1%[50 µM]	-3%	-1.2%	8%
N=C1C(c2nc(-c3ccc(Cl)cc3)cs2)=C(O)CN1NC(=O)c1ccc(O)cc1	18%	25%	1.9%	-4%	-4%	-2.0%[50 µM]	-2%	-1.0%	-5%
Cc1ccc(-n2c3c(cc(C(=O)NCc4ccco4)c2=O)C(=O)CCC3)cc1	8%	6%	0.7%	2%	-4%	0.1%	2%	1.3%	0%
CC(=O)c1ccc(C(=O)N2CCCC(CCC(=O)N(C)CCc3ccccn3)C2)s1 (configuration not stated)	5%	5%	-0.1%	-3%	-2%	0.1%	1%	-0.4%	7%
Cc1ccc2nc(-c3ccc(N4C(=NC(=O)CCC(=O)O)SC5CS(=O)(=O)CC54)cc3)sc2c1 (configuration not stated)	8%	2%	0.5%	0%	-6%	7.2%	-5%	8.9%	4%
O=C(N1CCCC1)n1c(Cc2ccccc2)nc2ccccc21	5%	12%	1.2%	-11%	0%	0.3%	-9%	0.0%	3%
CC(C)Cc1nnc(NC(=O)CCC(=O)Nc2ccccc2F)s1	9%	5%	1.4%	-11%	0%	-0.8%	-89%	1.4%	-10%
COc1cccc(-c2nc(CS(=O)(=O)CC(=O)NCCCN3CC(C)CC(C)C3)c(C)o2)c1 (configuration not stated)	-6%	9%	-0.2%	-11%	-12%	0.2%	0%	1.2%	0%
CS(=O)(=O)N1CCN(c2ccccc2NC(=O)c2ccc3c(c2)OCCO3)CC1	8%	12%	0.4%	-10%	0%	0.7%	-2%	-1.7%	6%
CCN(CC(=O)NCc1ccc(Cl)cc1)C(=O)Cc1ccc(OC)cc1	6%	17%	1.0%	-10%	3%	0.1%	-3%	0.5%	2%
COc1ccc(NC(=O)CN(C)C(=O)c2c(C)nn(-c3ccccc3)c2Cl)cc1	4%	13%	0.0%	.	3%	1.8%[50 µM]	-8%	.	.
Cc1ccc(C)c(N(CC(=O)N(C)C)S(C)(=O)=O)c1	7%	0%	0.4%	1%	1%	3.7%	4%	0.6%	-4%
O=C(CCSCc1cccc(Cl)c1)NCCC1=CCCCC1	2%	7%	1.2%	2%	0%	3.0%	-5%	1.4%	4%
CCCCCCN1N=C(C)C(C(=O)c2ccc(Cl)cc2)C1=O (configuration not stated)	-7%	9%	-0.3%	6%	-2%	-3.0%	-7%	2.3%	5%
c1ccc(-n2ncc3c(NCc4cccnc4)ncnc32)cc1	18%	13%	0.7%	-6%	5%	1.4%	2%	0.1%	-9%
O=C(O)C1=C(Nc2ccccc2)OCC1=O	8%	3%	0.7%	-8%	-4%	0.0%	-2%	-1.1%	3%
CSCCC(NC(N)=O)C(=O)Nc1cccc(S(=O)(=O)N2CCOCC2)c1 (configuration not stated)	3%	3%	5.2%	-16%	-6%	1.1%	-11%	0.4%	6%
C=COCCn1c(-c2nonc2N)nc2ccccc21	5%	-2%	3.1%	-16%	-1%	7.0%	18%	-0.3%	-17%
Cc1cccc(CCNC(=O)C2CCC(=O)N2Cc2ccc(F)cc2)c1 (configuration not stated)	-1%	2%	1.6%	8%	-2%	2.5%	5%	1.8%	9%
N#Cc1c(N)nc(SCC(=O)NC2CCCCC2)c(C#N)c1-c1ccc(Cl)cc1	2%	8%	0.6%	1%	0%	4.8%	39%	-0.8%	-14%
O=C(Nc1ccc(-n2cnnn2)cc1)C1CCCN1C(=O)Nc1ccc(Br)cc1 (configuration not stated)	7%	-9%	1.7%	9%	-2%	-0.3%	13%	1.2%	-8%
O=C(C1=C[C@H](c2ccc3c(c2)OCO3)C[C@H](OCc2ccc(CO)cc2)O1)N1CCCCCCC1	6%	0%	2.4%	0%	-7%	1.9%	5%	-1.1%	1%
O=C(CN1CCN(c2ccccc2O)CC1)Nc1ccc([N+](=O)[O-])cc1Br	-1%	1%	2.1%	4%	2%	0.1%	-2%	0.4%	-6%
COc1ccccc1CNC(=O)c1ccc(OCC2CCCO2)cc1 (configuration not stated)	0%	19%	3.1%	20%	-4%	8.6%	15%	-2.4%	-2%
CC(C)c1ccc(NC(=O)N2CCC(c3nc4ccccc4o3)CC2)cc1	3%	17%	3.0%	-4%	-2%	-1.3%	-3%	-1.2%	15%
Cc1ccc(C)c(N2CCN(C(=O)Cn3ncc4c([nH]c5ccc(C)cc54)c3=O)CC2)c1	9%	6%	3.2%	3%	-2%	0.0%	-7%	-0.5%	0%
COc1cc(/C=C2/C(=N)N3C(=NC2=O)SN=C3S(C)(=O)=O)ccc1OC(=O)c1ccco1	29%	27%	1.7%	-5%	-117%	-0.1%	-14%	58%	2%
O=C(COC(=O)C1CC2CCCC(C1)C2=O)NNC(=O)c1ccccc1F (configuration not stated)	7%	8%	-1.2%	.	-7%	-1.5%	-4%	.	.
O=C(C1CCCO1)N1CCN(S(=O)(=O)c2ccc(Cl)cc2)CC1 (configuration not stated)	5%	8%	-0.1%	6%	-6%	1.4%[50 µM]	1%	0.1%	0%
Oc1c(Cl)cc(Cl)cc1C=Nc1ccc(Br)cc1	11%	1%	1.1%	-12%	2%	1.4%	-2%	12%	.
Cc1ccc(/C=C2\OC(=O)c3ccccc32)cc1	9%	-3%	0.6%	0%	2%	-0.5%	10%	-3.0%	6%
Cc1ccc(-c2noc(-c3ccccc3C(=O)NCC3CCCO3)n2)cc1 (configuration not stated)	9%	10%	2.0%	4%	-6%	0.1%	-7%	0.5%	0%
COc1ccc(-c2ncc3ccccn23)cc1	15%	0%	4.9%	?	-13%	-0.2%	16%	8.5%	2%
COc1ccc([N+](=O)[O-])cc1NC(=O)CCS(=O)(=O)c1ccc(Br)cc1	5%	6%	-1.5%	8%	-3%	0.3%	.	-1.5%	13%
COc1ccc(C2C(C(=O)Nc3cccnc3)=C(C)Nc3nc(-c4ccco4)nn32)cc1 (configuration not stated)	4%	-1%	1.1%	-7%	-4%	0.0%	-9%	-1.2%	2%
Cc1cc(F)ccc1S(=O)(=O)Nc1ccc(C(=O)N(C)Cc2ccco2)cc1	10%	.	2.2%	.	-4%	0.4%[50 µM]	.	.	.
